Screens as filed in PubChem.
NCI-60 one-dose screen, 48 h, at 10 µM unless noted. Numbers give growth in % (100 = growth as untreated, 0 = no growth, -100 = all killed).
UO-31 = UO-31 renal cancer; actives 5.2% (n = 81,000)
SN12C = SN12C renal cancer cells; AID 1794767; actives 3.8% (n = 81,000)
SF-268 = SF-268 CNS cancer cells; actives 3.1% (n = 82,000); AID 1794759
U251 = U251 CNS tumor cells; actives 5.4% (n = 80,000); AID 1794753
DU-145 = DU-145 prostate cancer | AID 1794760 | actives 4.2% (n = 81,000)
786-0 = 786-0 renal cancer cells | AID 1794775 | actives 5.1% (n = 81,000)
SF-295 = SF-295 CNS cancer cells; actives 5.6% (n = 79,000)
SF-539 = SF-539 CNS cancer; actives 6.8% (n = 81,000); AID 1794752
PC-3 = PC-3 prostate cancer cells; actives 3.9% (n = 80,000)
Starred values were filed as active, the others as inactive; x = not tested or not shown; & = joins results of further samples; ! = repeats disagree; [ ] = dose if it differs, or a comment. Rule for the calls: active = growth percent below 10; inactive = the rest. Not all compounds are listed; the hit share may differ from the screen's.

SMILES	UO-31	SN12C	SF-268	U251	DU-145	786-0	SF-295	SF-539	PC-3
O=C1C(=O)c2ccccc2-c2ccccc21	-86.4*	-61.5*	-88.7*	-87.8*	-100.0*	-88.2*	-97.4*	-92.7*	-47.0*
Nc1ccc(OCCCCNC(=O)c2ccc(S(=O)(=O)F)cc2)c(Cl)c1	71.8	101.1	99.7	x	84.8	101.2	93.9	101.0	102.7
CS(=O)c1ccc([N+](=O)[O-])cc1[N+](=O)[O-] (centres undefined)	84.0	96.1	106.1	102.4	115.1	104.6	102.2	98.0	93.9
CCCCCCC(=O)NC1=C(N2CC2)C(=O)C(NC(=O)CCCCCC)=C(N2CC2)C1=O	43.1	41.7	52.9	52.1	15.6	33.6	29.7	61.7	35.4
CCCCCCCOC(N)=O	77.9	91.3	101.2	95.4	106.8	90.9	106.3	103.7	87.1
C1CNC2CCCC2C1 (centres undefined)	82.5	110.6	104.0	105.3	107.0	104.6	103.6	102.0	101.3
O=C1c2ccccc2-n2c(n[nH]c2=O)[C@@H]2CCCN12	89.2	97.1	105.2	95.7	111.2	96.1	99.7	93.0	95.8
[O-][n+]1ccn(O)c1CCl	90.0	108.2	100.5	x	113.3	100.5	103.5	104.4	104.5
Cc1ccc(NC(=O)CBr)cc1	86.1	95.7	103.7	x	105.1	107.2	102.7	111.1	96.4
CC1(C)C(C(=O)c2cn(CCCCF)c3ccccc23)C1(C)C	95.2	103.4	98.8	86.0	104.7	99.3	91.5	93.2	85.0
COc1cc(/C=C(/C)[N+](=O)[O-])ccc1O	-16.8*	23.2&27.5	87.3&47.5	28.0&25.4	17.1&21.7	-13.4*!	99.2	20.3&57.2	56.6&60.7
C#Cc1cccc(NC(=O)C2CCN(S(=O)(=O)F)CC2)c1	100.7[8.25 µM]	97.1[8.25 µM]	107.8[8.25 µM]	102.2[8.25 µM]	114.8[8.25 µM]	102.5[8.25 µM]	97.2[8.25 µM]	104.2[8.25 µM]	98.9[8.25 µM]

For reference, three of the compounds above:
SMILES	UO-31	SN12C	SF-268	U251	DU-145	786-0	SF-295	SF-539	PC-3
Nc1ccc(OCCCCNC(=O)c2ccc(S(=O)(=O)F)cc2)c(Cl)c1	71.8	101.1	99.7	x	84.8	101.2	93.9	101.0	102.7
CS(=O)c1ccc([N+](=O)[O-])cc1[N+](=O)[O-] (centres undefined)	84.0	96.1	106.1	102.4	115.1	104.6	102.2	98.0	93.9
CCCCCCC(=O)NC1=C(N2CC2)C(=O)C(NC(=O)CCCCCC)=C(N2CC2)C1=O	43.1	41.7	52.9	52.1	15.6	33.6	29.7	61.7	35.4

Going on with the list:
SMILES	UO-31	SN12C	SF-268	U251	DU-145	786-0	SF-295	SF-539	PC-3
CCOC(=O)N(C)N=O	91.5	104.0	x	96.1	x	99.8	103.0	108.0	100.3
CC1(C)CN1P(=O)(N1CC1(C)C)N1CC1(C)C (centres undefined)	85.0	108.8	106.0	98.2	120.7	108.6	114.7	108.8	99.1
CC(C)(N)Cc1ccc(N)cc1	84.7	100.3	104.6	107.0	113.9	95.5	98.3	97.8	87.4
CC1OC(=O)C(C(C)C)NC(=O)C(C(C)C)OC(=O)C(C(C)C)NC(=O)C(C)OC(=O)C(C(C)C)NC(=O)C(C(C)C)OC(=O)C(C(C)C)NC(=O)C(C)OC(=O)C(C(C)C)NC(=O)C(C(C)C)OC(=O)C(C(C)C)NC1=O (centres undefined)	6.6*	3.0*	5.4*	-41.9*	-60.2*	-6.4*	-27.1*	-91.4*	-49.8*
CC(C)N(C(=O)C(Cl)Cl)C(C)C	91.4	102.1	101.4	98.0	105.9	104.0	x	95.0	97.5
Cn1cc(-c2csc(-c3cn(CCCCN4CCCCC4)c4ccc(F)cc34)n2)c2cccnc21	20.6	75.7	72.0	80.7	-81.0*	-62.0*	99.7	75.3	68.4
N/C(=N\N=C\c1ccc(-c2ccccc2)cc1)N[N+](=O)[O-]	45.2	53.3	49.1	31.1	33.4	40.6	7.5*	9.4*	29.8
CN(C)CCc1ccc(OC(=O)c2ccc([N+](=O)[O-])cc2)cc1	85.3	104.4	93.2	104.9	95.7	93.3	99.9	103.6	99.6
CCC[C@H]1CCCCN1	93.4	100.2	104.6	98.7	109.5	98.4	95.4	100.8	98.3
COC(=O)[C@@H](C)C[C@H](Cc1ccccc1)NC(=O)c1csc([C@@H](C[C@H](C(C)C)N(C)C(=O)[C@@H](NC(=O)[C@H]2CCCCN2C)c2ccc(F)cc2)OC(C)=O)n1	35.2	15.4	13.2	4.9*	6.6*	15.7	3.2*	-17.9*	15.8
CC1=C2C(=C[C@@](C)(COC(=O)c3ccc(S(=O)(=O)F)cc3)[C@@H]2OC(=O)c2ccc(S(=O)(=O)F)cc2)C(=O)[C@](C)(O)C12CC2	-13.7*	21.0	2.1*	-21.5*	5.8*	-44.2*	1.3*	-4.9*	16.2
CC(C)C[C@H](N)C(=O)O	107.1	102.5	118.3	103.6	112.6	108.1	101.6	98.1	98.6
CC(C)NCc1ccc2c(c1)OCO2	82.5	98.5	127.6	101.3	150.8	101.2	86.8	93.1	90.6
O=C1C(NC(=O)C2CCCCC2)=C(N2CC2)C(=O)C(NC(=O)C2CCCCC2)=C1N1CC1	83.3	89.2	86.5	90.8	105.5	93.7	102.1	96.8	92.1
CCCCC(C)N=C=S (centres undefined)	98.2	96.1	101.2	97.7	111.7	x	102.8	97.7	93.0
C[n+]1c(-c2ccccc2)ccc2ccccc21	79.7	102.3	94.5	86.1	100.8	100.5	92.8	84.1	79.1
CC(C)(C)N(Cc1ccccc1)N=O	96.7	91.9	107.6	99.3	106.6	99.0	100.4	99.0	98.7
CC1(C)N=C(N)N=C(N)N1c1ccc(OCCCNC(=O)Nc2cccc(S(=O)(=O)F)c2)c(Cl)c1	79.1	43.0	43.2	26.7	48.5	35.3	51.2	31.1	28.0
CC(C)c1ccc(C(=O)CN2CCOCC2)c(C(C)C)c1	89.0	107.5	97.7	88.5	104.2	95.3	93.1	98.4	93.7
CC(Cl)CN(C)Cc1ccccc1 (centres undefined)	70.5	99.7	96.2	99.8	108.8	103.3	106.7	95.0	90.4
CC[C@@]12CC(C(=O)OC)=C3Nc4cc5c(cc4[C@@]34CCN(C[C@H]3O[C@H]31)[C@@H]24)[C@@H]1[C@H](O5)[C@@H](O)[C@@]2(CC)CC(C(=O)OC)=C3Nc4cc(OC)ccc4[C@@]34CCN1[C@@H]24	10.1	27.1	38.5	17.2	50.7	22.2	0.4*	21.7	22.2
CC12CCC3C(CCC4CC(O)CCC43C)C1CC(CO)C2=O (centres undefined)	93.5	94.5	103.7	92.8	108.7	97.9	x	97.7	88.0
O=C1C=C2C(=CCOC2O)O1 (centres undefined)	-11.6*	35.1	3.5*	74.8	9.5*	47.1	89.0	-33.6*	33.9
NC1=NCC(c2ccccc2)O1 (centres undefined)	94.8	103.4	117.0	115.8	129.9	106.4	95.9	58.8	105.3

Sorted by number of heavy atoms (rising): three of the compounds above
SMILES	UO-31	SN12C	SF-268	U251	DU-145	786-0	SF-295	SF-539	PC-3
CC(C)NCc1ccc2c(c1)OCO2	82.5	98.5	127.6	101.3	150.8	101.2	86.8	93.1	90.6
CC(C)c1ccc(C(=O)CN2CCOCC2)c(C(C)C)c1	89.0	107.5	97.7	88.5	104.2	95.3	93.1	98.4	93.7
CC[C@@]12CC(C(=O)OC)=C3Nc4cc5c(cc4[C@@]34CCN(C[C@H]3O[C@H]31)[C@@H]24)[C@@H]1[C@H](O5)[C@@H](O)[C@@]2(CC)CC(C(=O)OC)=C3Nc4cc(OC)ccc4[C@@]34CCN1[C@@H]24	10.1	27.1	38.5	17.2	50.7	22.2	0.4*	21.7	22.2

Next part.
SMILES	UO-31	SN12C	SF-268	U251	DU-145	786-0	SF-295	SF-539	PC-3
C[C@H]1[C@@H](Oc2ccc(-c3cn(-c4ccnc5cc(Cl)ccc45)nn3)cc2)O[C@@H]2OC3(C)CC[C@H]4[C@H](C)CC[C@@H]1[C@@]24OO3	10.7	24.3	46.3	39.1	51.6	35.1	37.6	30.5	29.2
COc1cc(N(CCCl)CCCl)c(OC)cc1/C=N\Nc1nnc(C)n1N	74.2	101.8	94.1	98.2	100.7	112.6	98.1	107.0	87.3
O=[N+]([O-])c1ccc(Cl)c([N+](=O)[O-])c1	83.3	97.7	104.0	102.7	106.7	108.9	101.5	107.0	91.7
O=C(CCl)OCCOC(=O)CCl	96.2	101.3	106.1	100.6	103.9	93.0	102.2	105.9	104.1
Nc1ncnc2c1ncn2C1OC(COP(=O)(O)CP(=O)(O)O)C(O)C1O (centres undefined)	89.6	100.9	102.3	99.0	112.3	110.8	113.6	110.8	97.0
CCOc1ccc(C=C(C#N)C#N)cc1	86.3	106.1	111.5	105.0	114.9	103.4	104.9	100.2	89.7
COc1cc(OC)c(S(=O)(=O)N(CCCl)CCCl)cc1C(=O)/C=C/c1ccc(C)cc1	55.6	53.6	67.2	-2.5*	88.3	14.2	66.7	56.9	67.6
CCC(=O)OC1CCC2C3CCC4=C(SC(C)=O)C(=O)CCC4(C)C3CCC12C (centres undefined)	88.6	90.8	90.3	49.0	110.9	106.2	x	117.3	60.5
O=[N+]([O-])c1ccc(C[N+]23CCN(CC2)CC3)cc1	76.8	105.3	105.6	100.4	118.4	98.9	97.6	97.2	93.8
O=C(NC(=O)c1c(F)cccc1F)Nc1cc(Cl)c(F)c(Cl)c1F	101.3	95.7	92.3	96.2	107.2	84.5	98.4	94.0	100.2
CC12COC(=O)CC1CCC1C2CCC2(C)C1CCC2(C)O (centres undefined)	124.3	105.5	103.9	103.4	122.0	103.8	x	99.2	99.5
CC(=O)O[C@H]1C[C@@H]2OC3C=C(C)CCC3(C)[C@@]1(C)[C@@]21CO1 (some centres undefined)	-11.9*	0.8*	-20.3*	-17.4*	-37.3*	-10.8*	0.4*	-26.6*	-4.2*
O=C(c1ccccc1)C(Cc1ccccc1)N1CCOCC1 (centres undefined)	81.9	99.4	114.0	86.4	113.0	109.3	111.6	105.5	98.2
C=CCCC1(CC(C)C)C(=O)NC(=S)NC1=O	79.2	95.3	97.2	102.5	102.4	105.6	102.9	96.4	98.1
O=S(=O)(O)C(Br)(Br)Br	77.0	98.7	100.3	97.8	100.3	99.6	x	109.3	97.9
O=[N+]([O-])c1ccc(OP(=O)(CCl)N(CCCl)CCCl)cc1 (centres undefined)	84.4	111.6	104.2	96.1	109.8	97.9	x	104.8	x
S=C=NCCc1ccccc1	51.3	68.4	58.2	46.5	44.5	71.5	114.7	29.1	64.2
COc1cccc2c1c(C(=O)C(=O)Nc1ccn[nH]1)cn2Cc1ccc(F)cc1	89.0	100.0	100.4	102.6	104.0	92.4	143.3	99.5	98.3
O=[N+]([O-])O[C@H]1CO[C@H]2[C@@H]1OC[C@H]2O[N+](=O)[O-]	81.9&105.3	93.0&111.7	103.3&103.8	103.0&107.0	106.6&120.2	95.9&112.0	104.1&100.8	114.7&101.7	96.1&102.2
COc1cccc(C=O)c1OC	98.6	x	111.3	106.4	109.0	97.7	99.2	112.2	77.5
O=P(O)(O)CCl	98.3	x	100.7	102.0	112.5	97.7	102.9	90.7	101.4
CC(C)CCC[C@@H](C)[C@H]1CC[C@H]2[C@@H]3C/C(=N\OC(=O)CCCc4ccc(N(CCCl)CCCl)cc4)C4=CC(=O)CC[C@]4(C)[C@H]3CC[C@]12C	70.5	78.2	59.6	75.7	97.2	86.2	104.3	85.9	70.9
CC[C@H](C)[C@H](NC(=O)c1ccccn1)C(=O)N(C)[C@H](C[C@@H](OC(C)=O)c1nc(C(=O)N[C@@H](Cc2ccccc2)C[C@H](C)C(=O)OC)cs1)C(C)C	42.2	46.9	32.3	16.1	6.3*	30.4	7.9*	-24.0*	24.5
CC(=O)O[C@H]1[C@H]2[C@@H](CC[C@H]3C[C@@H](O)CC[C@@]32C)[C@@]2(O)CC[C@H](C(C)=O)[C@@]2(C)[C@@H]1OC(=O)/C=C/c1ccccc1	84.6	101.0	98.1	100.8	111.5	93.1	103.0	93.9	92.6
Nc1ccc(N)c2c1Oc1ccccc1O2	133.6	86.1	105.4	94.3	94.3	93.2	100.7	89.1	88.0
O=C1CC2OCC=C3CN4CCC56c7ccccc7N1C5C2C3CC46 (centres undefined)	80.3	93.7	100.6	105.7	107.4	110.5	111.3	90.7	x
C[C@@H](Oc1cc(Cl)c(Cl)cc1Cl)C(=O)O	91.9	98.0	102.3	97.5	104.3	85.2	94.0	102.9	85.6
CCCCCC(=O)c1c(O)c(OC)c(OC)[nH]c1=O	69.4&66.5	67.6&66.7	75.6&72.4	87.5	85.5&74.3	81.4&77.2	84.5&99.1	86.5&83.1	63.1&73.5
C1CCC2CN(CCN3CCOCC3)CC2C1 (centres undefined)	82.2	101.7	99.4	99.8	109.4	102.9	100.6	101.0	96.4
C1=C2CN3CCC45c6ccccc6N6CCC(OC1)C(C2CC34)C65 (centres undefined)	89.9	100.4	97.0	92.6	102.3	102.5	92.8	98.4	97.3
Cc1cc(-c2nc3cc(F)ccc3[se]2)cc(F)c1N	55.8	95.5	101.4	98.7	98.4	102.9	99.7	94.7	72.7
Cc1sc2nc(N3CCNCC3)[nH]c(=O)c2c1C	80.7	104.0	93.5	102.0	99.7	102.5	101.7	98.9	90.7
ClCCN1CCSCC1	88.0	97.9	98.8	106.3	106.7	110.4	103.3	110.5	107.4
NC(N)=N/N=C/C(O)C(O)C(O)C(O)CO (centres undefined)	70.8	105.3	107.3	101.2	108.1	104.7	96.7	106.8	102.0
